CDK5 inh – CDK5/p35 (human) kinase inhibition. Q00535+Q15078. Recombinant CDK5/p35, ADP-Glo luminescence, 60 min. inhibition, % at 10 µM. 0.01% of 330,000 active;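 active = highest replicate inhibition of at least 50% and at least 75% of replicates reaching 50%; inconclusive = only one of the two criteria met; inactive = both criteria failed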;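 also: plate controls were DMSO neutral control for no effect and GW8510 at 10 µM for full effect; many of its hits are not listed in these tables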
Target sequence (Q00535 whole entry, looked up): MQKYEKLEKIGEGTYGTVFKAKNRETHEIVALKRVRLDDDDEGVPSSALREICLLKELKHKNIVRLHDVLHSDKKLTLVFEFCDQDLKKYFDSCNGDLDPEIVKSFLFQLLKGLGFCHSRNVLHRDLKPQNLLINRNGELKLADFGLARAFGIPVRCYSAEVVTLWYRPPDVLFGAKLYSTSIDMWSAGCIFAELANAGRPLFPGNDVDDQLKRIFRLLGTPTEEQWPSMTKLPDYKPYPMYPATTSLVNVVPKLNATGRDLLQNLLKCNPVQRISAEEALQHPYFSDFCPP
Target sequence (Q15078 whole entry, looked up): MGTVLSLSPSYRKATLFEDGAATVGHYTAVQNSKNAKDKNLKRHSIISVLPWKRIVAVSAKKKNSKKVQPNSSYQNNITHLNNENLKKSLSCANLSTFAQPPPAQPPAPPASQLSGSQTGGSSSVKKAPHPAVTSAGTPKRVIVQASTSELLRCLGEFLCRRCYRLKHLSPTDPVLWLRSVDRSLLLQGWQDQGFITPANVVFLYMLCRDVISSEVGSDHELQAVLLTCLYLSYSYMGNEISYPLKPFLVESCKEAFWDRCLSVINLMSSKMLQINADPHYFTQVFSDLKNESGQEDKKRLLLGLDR
phage Ecoli inh – E. coli growth loss with phage present | AID 651602 | 0.26% of 360,000 active | inhibition, % at 11.9 µM | growth absorbance; in the data active = inhibition above about 11%
E coli growth – counter-screen for AddAB inhibitors: E. coli growth inhibition | inhibition, % at 11.9 µM | 0.27% of 330,000 active | E. coli V3065 growth, OD600 absorbance, 18 h;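 active = inhibition above the campaign's mean inhibition across all tested compounds plus 3 SD, cut at about 9.9% in these data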;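 also: uninfected addAB+ strain grown without phage in ampicillin broth; 0% = DMSO wells and 100% = ciprofloxacin 0.95 µg/ml wells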
SUMO Mot1 rescue – blocks SUMOylation pathway, rescuing yeast Mot1-301 growth; growth rescue, % at 18.8 µM; 1% of 320,000 active; S. cerevisiae Mot1-301 growth rescue, ATP luminescence, 38.5C; percent above DMSO median, 100 means doubled;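 active = every valid replicate shows activation above 250% relative to neutral control wells; inactive = the rest, any valid replicate at or below 250%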;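 also: OY570 slx delta 5 strain wells were the positive control but not used for scaling; some compounds called inactive have numbers as strong as hits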
HTR5A inv ag – inverse agonist of human HTR5A in OPRM1-OPRD1 counter-screen; 0.083% of 340,000 active; inhibition, % at 9.3 µM; AID 504634; P47898; HTR5A cell line, luminescence, inverse agonism; in the data active = inhibition mostly above about 23%, no sharp cut-off; inactive = mostly below about 18%;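 also: 0% = cells with DMSO and 100% = no-cell wells with DMSO; some compounds called inactive have numbers as strong as hits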
Target sequence (P47898 whole entry, looked up): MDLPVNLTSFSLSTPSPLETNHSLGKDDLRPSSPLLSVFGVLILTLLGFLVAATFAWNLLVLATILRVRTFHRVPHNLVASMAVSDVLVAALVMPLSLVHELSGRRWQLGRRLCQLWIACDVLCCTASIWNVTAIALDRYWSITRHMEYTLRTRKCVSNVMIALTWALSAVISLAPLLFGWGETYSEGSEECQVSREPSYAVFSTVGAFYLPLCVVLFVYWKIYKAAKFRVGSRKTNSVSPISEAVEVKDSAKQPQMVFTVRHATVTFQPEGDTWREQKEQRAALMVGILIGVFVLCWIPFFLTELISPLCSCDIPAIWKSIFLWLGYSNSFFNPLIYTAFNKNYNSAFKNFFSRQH
PKA-R2B act – activates the human PKA-R2B holoenzyme complex. P22694+P31323. PKA-R2B holoenzyme dissociation, Cy5-IP20 fluorescence polarization; R2B truncated from residue 108, S112A mutant; 0% DMSO only, 100% 113 µM cGMP. activation, % at 11.4 µM. 0.079% of 340,000 active;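 active = activation above a cutoff set at the mean over all compounds plus 3 SD, cut at about 18% in these data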;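 also: higher means more holoenzyme dissociation and a rise in polarization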
Tat export inh – inhibitors of E. coli Tat protein transport. E. coli MC4100 TorA-mCherry Tat export, fluorescence. inhibition, % at 10 µM. 0.036% of 340,000 active;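 active = mean replicate inhibition at least 50% and at least half of replicates individually reaching 50%; inconclusive = only one of the two criteria met; inactive = neither criterion met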;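 also: exported cargo escapes ClpAP degradation while cytoplasmic cargo is degraded and loses fluorescence; 0% = median of neutral control wells and 100% = median of NaSCN control wells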
HTR5A ag ctr – counter-screen for OPRM1-OPRD1 agonists: human HTR5A agonism. P47898. HTR5A agonist assay, luminescence, cell-based. activation, % at 9.3 µM. 0.61% of 340,000 active. AID 504692; in the data active = activation mostly above about 9.5%, no sharp cut-off; inactive = mostly below about 7.6%;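 also: 0% = cells with vehicle only and 100% = reference agonist; strong numbers were not always called active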
AddAB inh – less growth of phage-infected E. coli with AddAB | inhibition, % at 11.9 µM | AID 435030 | 0.29% of 330,000 active | E. coli expressing H. pylori AddAB, absorbance growth; in the data active = inhibition above about 12%;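 also: 0% = vehicle wells of infected cells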
DAGLB inh – blocks human DAGLB lipase activity. Q8NCG7. HEK293T DAGLB membrane lysate, EnzChek fluorogenic substrate. inhibition, % at 5.17 µM. 0.059% of 340,000 active. AID 504411; in the data active = inhibition above about 34%;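 also: 0% = enzyme with vehicle and 100% = wells lacking enzyme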
PKA-R1A act – activates the PKA-R1A holoenzyme complex | activation, % at 11.4 µM | PKA-R1A dissociation, Cy5-IP20 fluorescence polarization; scaled: DMSO 0%, 113 µM cGMP 100% | 0.083% of 340,000 active | P00514+P68181;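 active = percent activation above the mean of all tested compounds plus 3 SD, cut at about 19% in these data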;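 also: higher means more PKAc released from R1A so a rise in polarization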
* marks the source's active call; other numbers are inactive results; i = inactive; ? = inconclusive; nt = no result given.

SMILES | CDK5 inh | phage Ecoli inh | E coli growth | SUMO Mot1 rescue | HTR5A inv ag | PKA-R2B act | Tat export inh | HTR5A ag ctr | AddAB inh | DAGLB inh | PKA-R1A act
COc1ccc(CCN=C2SCC(=O)N2C)cc1OC | -1.5 | 1.7 | 0.1 | -25.9 | -6.5 | 8.9 | -9.1 | -4.2 | 0.2 | -2.7 | 0.6
COC(=O)CC1=C(C(=O)OC)C(c2ccc3c(c2)OCO3)C(C#N)=C(N)O1 (stereo not drawn) | 1.2 | 2.5 | -2.6 | -5.9 | 5.8 | -12.3 | -1.4 | 13.6 | 3.4 | 1.1 | -5.4
CCOc1ccc(C2=Nn3c(nnc3-c3ccc(OC)cc3)SC2)cc1 | -1.0 | 1.9 | 0.2 | 7.7 | 6.4 | -10.0 | 2.4 | 2.2 | -1.1 | -4.2 | -5.3
CSc1nc(O)c(C(c2ccc(C)cc2)c2c(O)nc(SC)[nH]c2=O)c(=O)[nH]1 | -2.1 | 1.3 | -0.3 | 31.2 | -4.7 | -4.8 | 2.9 | 1.3 | 0.0 | -0.8 | -6.5
O=C(NCc1ccccc1)C1CCN(c2nc(-c3ccccc3)nc3c2CCC3)CC1 | -1.2 | 1.4 | 0.0 | -3.8 | 8.9 | -3.2 | 3.6 | -3.5 | 0.2 | -3.5 | -14.9
COC(=O)c1c(NC(=S)Nc2ccc(F)cc2[N+](=O)[O-])sc2c1CCCCC2 | 1.2 | 3.5 | 0.9 | -5.0 | 6.1 | 5.3 | -0.8 | 7.8 | 1.9 | 0.2 | 5.6
O=C(Nc1cc(S(=O)(=O)N2CCOCC2)ccc1O)c1ccc(S(=O)(=O)N2CCCCC2)cc1 | 1.3 | 0.4 | -0.1 | -4.7 | 1.3 | 12.7 | 2.3 | -1.6 | -2.0 | 1.0 | -7.8
Cc1ccccc1N1C(=O)CC1(C#N)c1ccc(OCc2ccccc2)cc1 (stereo not drawn) | 1.7 | 2.6 | 2.2 | -17.7 | -27.4 | 7.1 | 4.9 | 0.5 | 2.9 | -6.4 | -2.5
Cc1ccc(OCCOC(=O)Cn2nc(C)c([N+](=O)[O-])c2C)cc1 | -1.5 | 3.5 | -1.4 | -6.1 | 5.4 | -5.4 | 5.8 | -1.9 | -1.9 | -1.2 | -13.3
COc1cc(C(C)=NNC(=O)c2ccncc2)ccc1O | -0.9 | 3.1 | nt | nt | -15.6 | 9.5 | 0.8 | 4.0 | nt | -0.6 | 7.9
COc1ccccc1C=CC(=O)C=Cc1ccccc1OC | 5.1 | 3.8 | nt | nt | 2.5 | -9.9 | 8.0 | -0.6 | nt | -5.4 | -3.7
CC(/C=N/Nc1nnc(C)c(=O)[nH]1)=C\c1ccccc1 | -0.1 | 4.7 | 6.2 | 4.7 | -3.4 | 1.4 | -2.3 | 1.3 | 5.4 | 3.9 | 1.2
CCOc1ccc(NC(=O)CN(C)C(=O)c2sccc2-c2ccccc2)cc1OCC | 0.0 | 4.7 | nt | nt | 2.8 | 4.0 | 13.7 | 2.5 | nt | -0.8 | -14.9
CCOC(=O)C1CCN(C(=O)c2ccc(NS(=O)(=O)c3ccc4[nH]c(=O)[nH]c4c3)cc2)CC1 | 0.9 | 5.5 | nt | nt | -6.2 | -14.3 | -6.5 | 1.7 | nt | 1.2 | -3.5
O=C(CCc1c[nH]c2ccccc12)NC(Cc1ccccc1)C(=O)O (stereo not drawn) | -0.8 | 0.9 | -0.7 | -3.8 | 7.9 | 1.6 | -3.2 | -2.2 | -0.4 | -0.8 | -9.4
Cc1ccc(-c2nc(C#N)c(NCCCn3ccnc3)o2)cc1 | 0.3 | 1.8 | -0.3 | -15.2 | -3.2 | -2.5 | 11.9 | 1.2 | -1.3 | -1.4 | -8.5
COc1cc2c(cc1OC)CN(c1ccc([N+](=O)[O-])cc1C#N)CC2 | -0.4 | 1.9 | -0.3 | -10.0 | 3.5 | -4.1 | 4.1 | -1.4 | 3.5 | -1.3 | -3.0
O=C(COC(=O)/C=C/c1cccs1)Nc1cccc(S(=O)(=O)N2CCCC2)c1 | 0.8 | 3.8 | -0.4 | -9.5 | 0.0 | -6.0 | 6.1 | 0.0 | -0.1 | -0.8 | 12.7
COc1ccc(N2CCN(C(=O)CN(C)S(=O)(=O)c3cc(C)ccc3OC)CC2)cc1 | -0.7 | 3.8 | -0.6 | 298.7 | 0.1 | -0.3 | 3.3 | -0.1 | 0.8 | 1.3 | 12.5
CCN(Cc1ccccc1)C(=O)Cc1ccc(OC)c(S(=O)(=O)N2CCOCC2)c1 | 0.2 | 2.7 | 0.7 | -13.4 | 21.0 | -19.1 | 10.0 | -8.6 | 1.5 | 0.6 | -9.6
O=C(/C=C/c1cccc(C(F)(F)F)c1)OCC(=O)N1CCN(c2ccccc2)CC1 | 1.3 | 3.6 | -0.3 | 12.2 | 14.9 | 0.3 | 2.3 | -4.2 | 0.4 | -4.8 | -0.3
OCC[C@@H]1C[C@@H](O)[C@H](O)[C@@]2(Cc3ccccc3CO2)O1 | -0.3 | 2.7 | 0.7 | 134.4 | -11.9 | -1.9 | 0.8 | -2.3 | 5.5 | -2.8 | 1.2
c1ccc(CCCN2CCN(c3ccccn3)CC2)cc1 | 1.0 | 3.5 | nt | i | 12.0 | 5.6 | -9.0 | -0.7 | nt | -6.2 | 0.9
N#C/C(=C/c1ccc(-c2ccccc2[N+](=O)[O-])o1)C(N)=O | -3.7 | 3.8 | -0.9 | -4.8 | 12.6 | -2.2 | 4.1 | 1.6 | 1.5 | 0.0 | -17.1
COc1ccc(/C=N/NC(=O)CSc2nnc(C)n2-c2ccccc2)c(OC)c1OC | -0.9 | 2.0 | 1.5 | -7.0 | -15.6 | 3.5 | 12.4 | 6.2 | 3.2 | -4.0 | -6.2
COC(=O)c1cc(C)[nH]c2c(C)cc3nc4ccccc4c3c12 | 0.4 | 1.7 | -1.6 | 6.7 | -1.1 | -9.3 | 9.8 | 0.3 | -0.7 | -3.4 | -6.5
CCc1oc2ccccc2c1C(=O)CCN1CCCCC1 | -0.7 | 1.9 | 0.5 | 12.0 | 5.6 | 11.4 | -5.7 | -0.1 | 0.5 | 2.4 | -3.3
O=C(COC(=O)C1CCN(/C=C/C(=O)C(F)(F)F)CC1)Nc1ccccc1 | 0.7 | 3.9 | 2.1 | -4.7 | -24.2 | -13.1 | -9.4 | 6.6 | 4.6 | -1.0 | -5.5
c1ccc(Nc2nc(N3CCNCC3)nc(N3CCOCC3)n2)cc1 | 0.4 | 2.4 | 3.4 | 1.3 | -19.1 | -7.3 | 0.7 | -2.6 | 0.2 | 2.7 | 0.8
O=c1[nH]c2cc([N+](=O)[O-])c([N+](=O)[O-])cc2[nH]c1=O | 0.8 | 5.2 | -0.9 | -24.7 | 9.7 | 15.0 | -2.9 | -3.7 | 0.7 | 0.6 | -2.8
COc1ccc(-c2cc(=O)[nH]c(N3CCN(Cc4ccccc4)CC3)n2)cc1 | -0.7 | -1.3 | 0.0 | 7.9 | -3.8 | 2.0 | -1.0 | 1.0 | -1.2 | -2.8 | 1.4
O=C(NCc1ccccc1)c1cnsn1 | 0.5 | nt | 0.9 | -16.9 | -23.3 | -14.7 | 0.6 | 0.1 | 1.4 | -3.6 | 0.6
N#C/C(=C(/O)c1ccc(Cl)c([N+](=O)[O-])c1)c1nc2ccccc2[nH]1 | 0.0 | 0.9 | -2.8 | 300.2 | -23.9 | 6.4 | -0.7 | 8.7 | -1.5 | 5.1 | -6.2
CC(C)(Oc1ccc(Br)cc1Cl)C(=O)Nc1ccon1 | -0.5 | 0.0 | 0.4 | -2.4 | -3.1 | 1.7 | -0.8 | 4.5 | 0.6 | -3.0 | -6.4
Cc1ccc(C2CC(c3cccs3)=NN2C(=O)CSc2nc(=O)n3cc(C)ccc3n2)cc1 (stereo not drawn) | 2.6 | 1.5 | -0.4 | -10.4 | 7.5 | -7.9 | 7.6 | -1.4 | -1.3 | 2.2 | 1.5
COC(=O)c1ccc(OC(=O)CS(=O)c2ccccc2[N+](=O)[O-])cc1 (stereo not drawn) | -1.1 | 2.1 | 1.7 | 1.7 | 0.2 | -0.5 | -2.1 | -0.1 | 0.3 | 3.5 | -7.6
N#C/C(=C1/CCCN1)c1ccccn1 | 0.5 | 1.6 | 1.0 | 3.6 | -34.0 | 5.0 | -0.3 | 3.6 | 1.1 | -1.4 | 2.4
CSCCC(NS(=O)(=O)c1ccc(C)cc1)C(=O)N(C)CC(=O)Nc1ccccc1Br (stereo not drawn) | -0.1 | -2.1 | nt | nt | 3.9 | -0.5 | 4.9 | -1.6 | nt | 1.1 | 4.8
CC(C)C(=O)N(c1ccc2oc(=O)sc2c1)S(=O)(=O)c1ccccc1 | 2.4 | 0.1 | -3.2 | -23.3 | -8.0 | 6.4 | -1.8 | 2.4 | 0.9 | 18.8 | -4.2
CCN1CCN(c2ccc(S(=O)(=O)N3CCOCC3)cc2NC(=O)c2ccc(C)c(C)c2)CC1 | 0.0 | 1.5 | -1.6 | nt | 5.8 | -1.9 | -8.5 | -6.6 | -0.6 | 3.0 | -5.2
COC(=O)c1c(NC(=O)C(=O)NCCCN2CCOCC2)sc2c1CCCC2 | -1.8 | 2.5 | 1.4 | -6.8 | -7.4 | 0.8 | ? | 2.4 | 1.9 | 0.8 | -1.3
O=C(NCCc1c[nH]c2ccccc12)/C(=C/c1ccco1)NC(=O)c1ccco1 | 0.8 | 4.0 | 2.6 | -12.7 | 4.8 | 2.6 | 8.5 | -1.8 | 3.2 | -0.8 | -4.6
C=CC[C@H](CC(=O)NCCO)C(=O)N[C@@H](COC(=O)[C@H](CC=C)CC(=O)OC(C)(C)C)Cc1ccccc1 | 1.6 | 1.9 | 2.9 | -17.1 | -13.4 | -6.6 | 7.3 | 3.6 | 3.5 | -2.0 | -3.3
Cc1cc(C)cc(C(=O)NCCC(=O)NCc2cc(=O)n(C)c(=O)n2C)c1 | 0.6 | -1.7 | 0.8 | -1.8 | 8.3 | 3.0 | -5.0 | 3.9 | 2.7 | -2.4 | 3.2
CCC(C)c1ccc(NC(=O)NCCN2CCCCC2)cc1 (stereo not drawn) | 0.8 | 1.8 | -1.6 | 7.5 | 1.1 | -10.5 | 3.2 | -3.8 | 4.8 | -0.8 | -0.1
COc1cc([N+](=O)[O-])ccc1NC(=O)CN1CCN(C(=O)c2ccco2)CC1 | 0.3 | -0.3 | -1.4 | -30.6 | 3.7 | 0.0 | -0.5 | -1.4 | -0.3 | 0.8 | 8.5
CCn1cc(S(=O)(=O)NC2CCCCC2)cn1 | -0.1 | 1.2 | 1.1 | 45.7 | -13.5 | -4.5 | 5.7 | 0.2 | 1.6 | -1.1 | 7.2
CCc1n[nH]c2c1C(=O)CC(C)(C)C2 | -3.1 | 2.1 | -1.9 | -0.8 | 7.4 | 5.6 | 0.8 | -3.1 | 4.5 | -1.3 | 3.1

High-throughput results as filed in PubChem.
